Screening results deposited in PubChem by Broad Institute.
Mtb BioA inh: blocks M. tuberculosis BioA enzyme activity. 0.096% of 360,000 active. inhibition, % at 9.99 µM. purified M. tuberculosis BioA enzyme, plate reader; in the data active means inhibition above about 40%
An asterisk follows results filed as active.

SMILES | Mtb BioA inh
COc1ccc(S(=O)(=O)N(C)C[C@H]2OCCCC[C@H](C)Oc3ccc(NC(=O)Nc4cccc5ccccc45)cc3C(=O)N([C@@H](C)CO)C[C@H]2C)cc1 | -1.4
O=C(C[C@H]1CC[C@H](NC(=O)C2CCC2)[C@@H](CO)O1)NC1CCCCC1 | -0.8
CO[C@H]1CN(C)C(=O)c2ccc(NC(C)=O)cc2OC[C@@H](C)N(C(=O)c2ccccc2F)C[C@@H]1C | -3.5
Cc1noc(C)c1NC(=O)N(C)C[C@@H]1Oc2ccc(NC(=O)NC3CCCCC3)cc2C(=O)N([C@H](C)CO)C[C@@H]1C | -2.6
C[C@@H]1CN([C@@H](C)CO)C(=O)c2cccc(NS(=O)(=O)c3cn(C)cn3)c2O[C@@H]1CN(C)C(=O)Nc1ccc(C(F)(F)F)cc1 | -0.1
O=C(C[C@@H]1CC[C@@H]2[C@H](COC[C@H](O)CN2C(=O)Nc2ccc(Cl)c(Cl)c2)O1)NCc1ccccc1 | 1.9
C[C@@H]1CN([C@H](C)CO)C(=O)c2cccc(NC(=O)Nc3ccc(C(F)(F)F)cc3)c2O[C@H]1CN(C)S(=O)(=O)c1cn(C)cn1 | 2.9
C[C@H]1CN([C@@H](C)CO)C(=O)CCCn2cc(nn2)CO[C@@H]1CN(C)Cc1ccc(C(=O)Nc2ccccc2N)cc1 | -0.9

Retrieved by compound from the list above (2):
SMILES | Mtb BioA inh
C[C@@H]1CN([C@H](C)CO)C(=O)c2cccc(NC(=O)Nc3ccc(C(F)(F)F)cc3)c2O[C@H]1CN(C)S(=O)(=O)c1cn(C)cn1 | 2.9
COc1ccc(S(=O)(=O)N(C)C[C@H]2OCCCC[C@H](C)Oc3ccc(NC(=O)Nc4cccc5ccccc45)cc3C(=O)N([C@@H](C)CO)C[C@H]2C)cc1 | -1.4

New compounds follow.
SMILES | Mtb BioA inh
O=C([C@@H]1[C@@H](CO)[C@@H]2Cn3c(cccc3=O)[C@H]1N2C(=O)c1ccc(F)cc1)N1CCCCC1 | -4.6
CC(C)NC(=O)N(C)C[C@@H]1Oc2ncc(-c3cccc(F)c3)cc2C(=O)N([C@H](C)CO)C[C@@H]1C | 0.1
CC=Cc1ccc2n(c1=O)C[C@H]1[C@H](CO)[C@@H](C(=O)NCC)[C@@H]2N1C(=O)Nc1cc(F)ccc1F (mixture of isomers) | -1.1
Cc1ccc(S(=O)(=O)Nc2ccc3c(c2)CC(=O)N([C@H](C)CO)C[C@H](C)[C@@H](CN(C)Cc2ccc(-c4ccccc4)cc2)O3)cc1 | 2.1
COc1ccc([C@@H]2C=C(C(=O)N3CCCCC3)O[C@H](OCc3ccc(CO)cc3)C2)cc1 | -0.9
O=C(CCN1CCCCC1)NCC[C@@H]1CC[C@@H](NC(=O)c2ccc(F)cc2)[C@@H](CO)O1 | -1.7
COc1ccc(NC(=O)Nc2ccc3c(c2)C(=O)N([C@H](C)CO)C[C@H](C)[C@H](CN(C)C(=O)Nc2ccc(OC)cc2)O3)cc1 | -1.5
C[C@H]1CN([C@@H](C)CO)C(=O)c2cc(NS(=O)(=O)c3cccs3)ccc2O[C@H]1CN(C)S(=O)(=O)c1ccc(F)cc1 | 1.5

SMILES | Mtb BioA inh
C[C@H]1CN([C@@H](C)CO)C(=O)c2cccc(NS(=O)(=O)c3ccc(Cl)cc3)c2O[C@H]1CN(C)Cc1ccc(Oc2ccccc2)cc1 | -2.1
COCC(=O)Nc1ccc2c(c1)C(=O)N(C)C[C@@H](OC)[C@H](C)CN[C@H](C)CO2 | -0.5
N#C[C@@H]1[C@H](c2ccc(-c3cccc(F)c3)cc2)[C@@H](CO)N1C(=O)CN1CCOCC1 | 1.2
CC(=O)NC[C@@H]1[C@H](c2ccc(-c3cccnc3)cc2)[C@H](CO)N1C(=O)C1CC1 | 31
CC(C)NC(=O)N[C@H]1CC[C@H](CC(=O)N2CCCCC2)O[C@H]1CO | 4.1
CC(C)NC(=O)Nc1ccc2c(c1)CC(=O)N([C@H](C)CO)C[C@H](C)[C@H](CN(C)Cc1ccc(Oc3ccccc3)cc1)O2 | -1.8
CO[C@H]1CC[C@@H]2CCOc3c(C#N)cccc3C(=O)N(C)C[C@H](OC)[C@@H](C)C(=O)N(C)C[C@@H]1O2 | -0.7
C[C@@H]1CN([C@H](C)CO)C(=O)c2cc(NS(=O)(=O)c3ccc(Cl)cc3)ccc2O[C@@H](C)CCCCO[C@H]1CN(C)C(=O)Nc1ccc(C(F)(F)F)cc1 | -1.8

SMILES | Mtb BioA inh
Cn1cnc(S(=O)(=O)N2C[C@@H](O)COC[C@@H]3O[C@@H](CC(=O)N4CCN(c5ccccc5)CC4)CC[C@H]32)c1 | -1.5
CO[C@H]1CN(C)C(=O)c2ccc(NC(=O)c3ccc(F)cc3)cc2OC[C@@H](C)N(C(=O)CC2CC2)C[C@H]1C | -0.2
CN1C(=O)c2cc(NC(=O)C3CCCCC3)ccc2OC[C@H]2O[C@@H](CC(=O)NCCc3ccncc3)CC[C@H]21 | 1.2
COc1ccc(S(=O)(=O)Nc2ccc3c(c2)C(=O)N([C@H](C)CO)C[C@H](C)[C@H](CN(C)S(=O)(=O)c2cccs2)OCCCC[C@@H](C)O3)cc1 | 1.8
CO[C@H]1CN(C)C(=O)c2cc(NC(=O)c3cc(C)on3)ccc2OC[C@@H](C)N(CC2CC2)C[C@H]1C | -4.1
O=C(C[C@@H]1C=C[C@@H](NC(=O)Nc2ccc(C(F)(F)F)cc2)[C@H](CO)O1)NCc1ccccn1 | -2.6
COCC(=O)NC[C@H]1[C@H](c2ccc(C3=CCCC3)cc2)[C@@H](CO)N1C(C)=O | 11
O=S(=O)(c1cccc(F)c1)N1CC[C@@H]2[C@H]1c1cc(C#Cc3cccc(F)c3)ccc1N[C@@H]2CO | -2.5

SMILES | Mtb BioA inh
COc1ccc(NC(=O)N(C)C[C@H]2Oc3ccc(NC(=O)CCCN(C)C)cc3C(=O)N([C@H](C)CO)C[C@H]2C)cc1 | -2.2
COc1cccc(NC(=O)Nc2ccc3c(c2)C(=O)N(C)[C@@H]2CC[C@@H](CC(=O)NCCc4ccccc4)O[C@@H]2CO3)c1 | 1.1
C[C@@H]1CN([C@H](C)CO)C(=O)CCCn2cc(nn2)CO[C@@H]1CN(C)Cc1cccc(C(=O)O)c1 | -3.8
C[C@H](CO)N1C[C@H](C)[C@H](CN(C)Cc2ccc(C(F)(F)F)cc2)Oc2ccc(NC(=O)Cn3cnnn3)cc2CC1=O | 0.8
O=S(=O)(N[C@@H]1CC[C@H](CCn2cc(C3(O)CCCC3)nn2)O[C@H]1CO)c1ccc(Cl)cc1 | 2.5
C/C=C/c1ccc2c(c1)O[C@@H](CN(C)C(=O)NCCC)[C@H](C)CN([C@H](C)CO)S2(=O)=O | 2.9
CC(C)NC(=O)N(C)C[C@H]1OCCCC[C@H](C)Oc2ccc(NC(=O)CCC(F)(F)F)cc2C(=O)N([C@H](C)CO)C[C@H]1C | -2.2
O=C(O)[C@@H]1[C@@H](CO)[C@@H]2Cn3c(ccc(C4=CCCCC4)c3=O)[C@@H]2N1Cc1ccc2c(c1)OCO2 | 2.0

SMILES | Mtb BioA inh
CO[C@H]1CN(C)C(=O)c2cc(NC(=O)Nc3ccccc3F)ccc2OC[C@H](C)N(Cc2ccccc2C(=O)O)C[C@@H]1C | -0.9
C[C@@H]1CN([C@@H](C)CO)C(=O)Cc2cc(NC(=O)Cc3ccccc3)ccc2O[C@H]1CN(C)C(=O)Nc1ccc2c(c1)OCO2 | 0.4
COc1ccc(NC(=O)Nc2ccc3c(c2)C(=O)N([C@@H](C)CO)C[C@H](C)[C@@H](CN(C)C)OCCCC[C@@H](C)O3)cc1 | 1.1
C[C@@H]1CN([C@H](C)CO)C(=O)Cc2cc(NC(=O)Nc3ccc(F)cc3)ccc2O[C@H]1CN(C)C(=O)Nc1ccccc1 | -3.2
CCCNC(=O)Nc1ccc2c(c1)C(=O)N(C)[C@H]1CC[C@@H](CC(=O)NCC3CCCCC3)O[C@@H]1CO2 | 1.5
C[C@@H]1CN([C@@H](C)CO)C(=O)c2cc(NC(=O)Nc3ccc(C(F)(F)F)cc3)ccc2O[C@H]1CN(C)Cc1ccc(C(=O)O)cc1 | 6.3
COc1ccc(CN(C)C[C@@H]2Oc3c(NC(=O)Nc4cccc5ccccc45)cccc3C(=O)N([C@@H](C)CO)C[C@@H]2C)cc1 | -2.1
Cc1ccc(S(=O)(=O)NCC[C@@H]2CC[C@@H](NS(=O)(=O)c3ccccc3Cl)[C@@H](CO)O2)cc1 | 2.3

Some of the entries so far, as labelled records:
> CCCNC(=O)Nc1ccc2c(c1)C(=O)N(C)[C@H]1CC[C@@H](CC(=O)NCC3CCCCC3)O[C@@H]1CO2
  Mtb BioA inh = 1.5

> C[C@@H]1CN([C@H](C)CO)C(=O)Cc2cc(NC(=O)Nc3ccc(F)cc3)ccc2O[C@H]1CN(C)C(=O)Nc1ccccc1
  Mtb BioA inh = -3.2

> COc1ccc(NC(=O)Nc2ccc3c(c2)C(=O)N([C@@H](C)CO)C[C@H](C)[C@@H](CN(C)C)OCCCC[C@@H](C)O3)cc1
  Mtb BioA inh = 1.1

> COc1ccc(CN(C)C[C@@H]2Oc3c(NC(=O)Nc4cccc5ccccc45)cccc3C(=O)N([C@@H](C)CO)C[C@@H]2C)cc1
  Mtb BioA inh = -2.1

Next part.
SMILES | Mtb BioA inh
Cc1noc(C)c1NC(=O)Nc1ccc2c(c1)CC(=O)N([C@H](C)CO)C[C@@H](C)[C@@H](CN(C)C(=O)NC1CCCCC1)O2 | -1.3
COc1ccc(CN(C)C[C@@H]2OCCCC[C@H](C)Oc3ccc(NC(=O)CCC(F)(F)F)cc3C(=O)N([C@@H](C)CO)C[C@H]2C)cc1 | 3.4
COc1ccc(S(=O)(=O)N(C)C[C@@H]2OCCCC[C@H](C)Oc3ccc(N(C)C)cc3C(=O)N([C@@H](C)CO)C[C@@H]2C)cc1 | -1.3
C[C@@H]1CN([C@@H](C)CO)S(=O)(=O)c2ccc(C#CC3CC3)cc2O[C@H]1CN(C)C(=O)C1CCC1 | 0.8
CO[C@H]1CN(C)C(=O)c2ccc(NC(=O)C3CC3)cc2OC[C@@H](C)N(Cc2cccc(F)c2)C[C@H]1C | 1.0
C[C@@H]1CN([C@@H](C)CO)C(=O)c2cc(C3=CCCCC3)cnc2O[C@H]1CN(C)Cc1ccccc1C(=O)O | -1.9
Cc1noc(C)c1NC(=O)N(C)C[C@H]1Oc2c(NC(=O)Nc3ccccc3)cccc2C(=O)N([C@@H](C)CO)C[C@H]1C | 0.1
C[C@H](CO)N1C[C@H](C)[C@@H](CN(C)Cc2ccncc2)OCCCC[C@H](C)Oc2ccc(NS(C)(=O)=O)cc2C1=O | -0.2

SMILES | Mtb BioA inh
COc1ccccc1CNC(=O)C[C@@H]1CC[C@H]2[C@@H](COC[C@H](O)CN2C(=O)Nc2ccccc2)O1 | 0.2
CC(C)C#Cc1ccc([C@@H]2[C@@H](CO)N3CCCCN(S(=O)(=O)Cc4ccccc4)C[C@@H]23)cc1 | 2.7
C[C@@H]1CCCCO[C@@H](CN(C)CC2CCCCC2)[C@@H](C)CN([C@@H](C)CO)C(=O)c2cc(NC(=O)C3CCCCC3)ccc2O1 | 1.7
C[C@H](CO)N1C[C@H](C)[C@H](CN(C)C(=O)Nc2ccc(C(F)(F)F)cc2)Oc2ccc(NS(=O)(=O)c3cccs3)cc2CC1=O | -0.6
C[C@@H]1CCCCO[C@H](CN(C)S(=O)(=O)c2ccc(F)cc2)[C@H](C)CN([C@@H](C)CO)C(=O)c2cc(NS(=O)(=O)c3ccccc3)ccc2O1 | -2.5
COc1ccc(NC(=O)N(C)C[C@H]2Oc3ccc(NC(=O)Nc4cccc5ccccc45)cc3CC(=O)N([C@H](C)CO)C[C@@H]2C)cc1 | -8.2
O=C(c1ccccc1)N1C[C@@H]2[C@H](c3ccccc31)[C@H](CO)N2Cc1ccccn1 | 4.0
CCNC(=O)C[C@H]1CC[C@H](NC(=O)NC2CCCCC2)[C@H](CO)O1 | -0.9

SMILES | Mtb BioA inh
Cc1noc(C)c1S(=O)(=O)N(C)C[C@@H]1Oc2ccc(NC(=O)Cc3ccccc3)cc2CC(=O)N([C@@H](C)CO)C[C@H]1C | -0.5
Cc1noc(C)c1NC(=O)Nc1ccc2c(c1)C(=O)N([C@@H](C)CO)C[C@@H](C)[C@@H](CN(C)C(=O)Nc1ccccc1)OCCCC[C@H](C)O2 | 3.7
Cc1ccc(S(=O)(=O)Nc2ccc3c(c2)CC(=O)N([C@H](C)CO)C[C@@H](C)[C@H](CN(C)S(=O)(=O)c2ccc(C)cc2)O3)cc1 | -0.2
CC=Cc1ccc2n(c1=O)C[C@@H]1[C@@H](CO)[C@H](C(=O)N3CCc4ccccc4C3)[C@H]2N1Cc1ccncc1 (mixture of isomers) | 0.3
C[C@@H]1CCCCO[C@@H](CN(C)S(=O)(=O)c2ccc(Cl)cc2)[C@H](C)CN([C@@H](C)CO)C(=O)c2cc(NC(=O)Nc3ccccc3)ccc2O1 | -1.6
C[C@H]1CCCCO[C@H](CN(C)C)[C@@H](C)CN([C@@H](C)CO)C(=O)c2cc(NC(=O)NC3CCCCC3)ccc2O1 | 0.0
CN1c2ccc(-c3cccc(C#N)c3)cc2[C@@H]2[C@@H](CCN2S(=O)(=O)c2cccc(F)c2)[C@@H]1CO | -1.6
CCCC(=O)Nc1ccc2c(c1)OC[C@H](C)N(Cc1ccccn1)C[C@@H](C)[C@H](OC)CN(C)C2=O | -2.0

SMILES | Mtb BioA inh
C[C@@H]1CN([C@H](C)CO)S(=O)(=O)c2ccc(-c3ccc(C#N)cc3)cc2O[C@@H]1CN(C)C(=O)Nc1cc(F)ccc1F | -4.0
CCNC(=O)[C@@H]1[C@@H](CO)[C@@H]2Cn3c(ccc(-c4cccc(F)c4)c3=O)[C@H]1N2C(C)=O | -1.0
COCC(=O)N(C[C@H]1N[C@H](CO)[C@@H]1c1ccc(C2=CCCC2)cc1)C(C)C | 0.4
O=C(NC1CCC1)[C@@H]1[C@@H](CO)[C@@H]2Cn3c(ccc(-c4cccc(F)c4)c3=O)[C@H]1N2Cc1cocn1 | -1.0
C[C@@H]1CN([C@@H](C)CO)C(=O)c2cccc(NC(=O)C3CCOCC3)c2O[C@@H]1CN(C)Cc1ccc(C(=O)O)cc1 | -0.2

A portion of the library; rates above refer to the full screens.
